TbPYK inhibitor – inhibitors of Trypanosoma brucei pyruvate kinase | AID 624173 | TbPYK enzyme, Kinase-Glo Plus ATP luminescence, 45 min | hit rate 0.12% among 410,000 | Q57TT1 | Potency, µM (titrated, usually from 76.8 µM), for inactives: at the top dose activity, negative = inhibition, hits mostly inhibitors; note: potency is the fitted concentration of half-maximal effect; % is set by controls: 0 for no effect and ±100 for the full control effect; nearly all actives have a fitted effect of over 50% in size
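Glycolytic pyruvate kinase of T. brucei was incubated with substrate, test compound and 130 uM ADP for 45 minutes at room temperature. Luminescent Kinase-Glo Plus signal was measured after 10 minutes.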
LmPK inhibitor – blocks Leishmania mexicana pyruvate kinase activity. purified LmPK, Kinase-Glo ATP luminescence, 1 h. Potency, µM (top dose mostly 57.5 µM), without a hit: top-dose activity change, negative = inhibition, usual class: inhibitors. hit rate 0.37% among 290,000. AID 1721; note: potency is the fitted concentration of half-maximal effect; % is set by controls: 0 for no effect and ±100 for the full control effect
Target sequence (Q27686 whole entry, looked up): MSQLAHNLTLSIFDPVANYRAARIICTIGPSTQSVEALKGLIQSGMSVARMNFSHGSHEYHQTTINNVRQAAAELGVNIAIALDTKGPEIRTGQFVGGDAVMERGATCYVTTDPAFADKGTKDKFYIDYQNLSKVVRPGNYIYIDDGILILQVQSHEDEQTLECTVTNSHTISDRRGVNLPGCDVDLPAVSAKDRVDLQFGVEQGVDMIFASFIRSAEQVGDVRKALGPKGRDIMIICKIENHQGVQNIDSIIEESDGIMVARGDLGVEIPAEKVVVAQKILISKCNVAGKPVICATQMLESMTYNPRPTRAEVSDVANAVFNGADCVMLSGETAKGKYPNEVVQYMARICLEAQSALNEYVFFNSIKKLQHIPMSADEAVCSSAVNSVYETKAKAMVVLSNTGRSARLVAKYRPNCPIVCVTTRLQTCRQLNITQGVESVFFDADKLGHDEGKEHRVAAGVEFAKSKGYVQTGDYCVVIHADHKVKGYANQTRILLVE
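Screened at intermediate enzyme activity to detect both inhibitors and activators: LmPK at 0.1 nM, with a 0.5 nM enzyme column as activation reference. PEP 0.5 mM, ADP 0.1 mM; ATP detected by luminescence after 1 h.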
Pf growth 48h – inhibits P. falciparum growth in the first generation, 48 h. P. falciparum luciferase growth in erythrocytes, 48 h. Potency, µM (series often up to 28.7 µM), inactives show top-dose activity change, negative = inhibition, usual class: inhibitors. hit rate 5.9% among 310,000. AID 504832; note: potency is the fitted concentration of half-maximal effect; % is set by controls: 0 for no effect and ±100 for the full control effect
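Luciferase-expressing P. falciparum in infected erythrocytes (2% hematocrit, 0.1% parasitemia final) in RPMI 1640/0.5% Albumax were exposed to compound for 48 hours at 37 C, 5% CO2; growth read as luminescence.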
Pf growth 96h – P. falciparum growth inhibition at 96 hours | P. falciparum luciferase reporter growth, 96 h | Potency, µM (top dose mostly 28.7 µM), without a hit: top-dose activity change, negative = inhibition, most hits filed as inhibitors | hit rate 6.9% among 320,000 | AID 504834; note: potency is the fitted concentration of half-maximal effect; % is set by controls: 0 for no effect and ±100 for the full control effect
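Delayed-death screen, second-generation endpoint: infected erythrocytes, 2% hematocrit, 0.05% parasitemia final; 96 hours at 37 C, 5% CO2; luciferase detection reagent; luminescence decrease equals reduced growth.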
Shiga toxin inh – Shiga toxin inhibition. Vero cells, Shiga toxin protein synthesis inhibition reporter. hit rate 9.2% among 290,000. inhibition, % at 38.7 µM; in the data active = inhibition mostly above about 28%, no sharp cut-off; inactive = mostly below about 43%; note: 0% is about no effect
HCV inh – blocks hepatitis C virus. Huh7.5.1 HCVcc-Cre infection, luciferase reporter, 44 h. Potency, µM (highest dose often 41.8 µM), inactives show top-dose activity change, negative = inhibition, usual class: inhibitors. hit rate 3.4% among 340,000; note: potency is the fitted concentration of half-maximal effect; % is set by controls: 0 for no effect and ±100 for the full control effect
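HCVcc-Cre virus at an moi near 0.5 was added right after compound to cells cultured 4 h from seeding (1,000 cells/well). Luciferase activity was determined 44 h later, 15 min after substrate addition at RT.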
CHX counter – counter-screen for Shiga toxin inhibitors: cycloheximide protein synthesis inhibition; cell reporter, cycloheximide protein synthesis inhibition counterscreen; max response, %; hit rate 12% among 300,000; in the data active = max response mostly above about 13%, no sharp cut-off; inactive = mostly below about 14%; note: read at 38.3 µM for the half of the compounds with a filed dose; 0% is about no effect
Active calls of the source: *; i = inactive; u = inconclusive; x = no result given; [ ] = another dose, or the depositor's remark. Unless noted, calls come from the whole dose curve; as a rule, active = well fitted curve in the direction sought with a large enough effect; inconclusive = small, poorly fitted or top-dose-only effect, or another doubt; inactive = no such curve, though single readings can be large; an effect the other way counts as inactive or inconclusive.

SMILES	TbPYK inhibitor	LmPK inhibitor	Pf growth 48h	Pf growth 96h	Shiga toxin inh	HCV inh	CHX counter
O=C(COC(=O)CCCOc1ccccc1)NC1CCS(=O)(=O)C1 (stereo unspecified)	-8%	x	14%	15%	x	5%	x
CC1CCc2ccccc2N1C(N)=Nc1ccccc1 (stereo unspecified)	0%	0%	u	170%[activator]	-3	17%	-3
COc1ccc(-c2cn3nc4c(nc3n2)CCCC4)cc1	-14%	16µM*	x	52%[activator]	48*	17%	26*
C/C(=N/O)c1ccc2c(c1)OCCOCCOc1cc(/C(C)=N/O)ccc1OCCOCCO2	-7%	0%	u	13µM*	-6	-23%	-1
O=C(CN1CCN(S(=O)(=O)c2ccccc2)CC1)Nc1ccnn1C1CCCC1	-6%	x	u	-24%	x	3%	x
COc1ccc(-c2nc(-c3ccccc3)c(-c3cc([N+](=O)[O-])ccc3C)[nH]2)cc1OC	-5%	5%	u	x	20	16µM*	-3
CCn1ccnc1CN1CCCC(C(=O)c2cc(Cl)ccc2OC)C1 (stereo unspecified)	2%	-1%	21%	14%	-3	u	-1
COc1ccccc1NC(=O)N1CCc2[nH]c3ccc(F)cc3c2C1	-9%	3%	-23%	u	-9	10µM*	19
OCCNc1nc(-c2ccccc2)c2ccccc2n1	-7%	3%	13%	0%	-9	-45%	-2
COc1cc(SC)ccc1C(=O)NC(C)C	-6%	-1%	2%	4%	23	-14%	4
O=C(NC(=O)c1ccc(F)cc1)Nc1nc(-c2cccs2)cc(C(F)(F)F)n1	-4%	-2%	u	-1%	-10	-3%[8.37 µM]	-3
COc1ccccc1NS(=O)(=O)c1cccc(C(=O)N/N=C/c2ccc(C)o2)c1	0%	6%	-2%	6%	15	-4%	-3
Cc1c(Cl)ccc(S(=O)(=O)N2CCN=C2c2ccccc2)c1Cl	-16%	-4%	-7%	-7%	8	26%	-4
CC1(c2ccc(O)cc2)NC(=O)N(c2ccccc2)N1 (stereo unspecified)	0%	3%	u	23%	8	-1%	2
O=C(O)c1cccnc1Sc1ccccc1Cl	-9%	0%	20%	13%	28	-8%	15
Clc1ccccc1/C=C/c1ccnc2ccccc12	7%	3%	1%	u	63*	u	46*
COc1ccc(CCN(C)C(=O)CN2C(=O)NC3(CCCCC3C)C2=O)cc1OC (stereo unspecified)	1%	x	-17%	-1%	x	-1%	x
Cc1ccc(S(=O)(=O)NNC(=O)CCC(=O)Nc2ccc(C)cc2C)cc1	12%	0%	-23%	u	-11	-2%	1
O=C1Nc2ccccc2Oc2cc([N+](=O)[O-])cc(Oc3ccccc3)c21	-3%	2%	-13%	u	-2	u	1
Cc1ccc(N=Nc2cc(C)ccc2N)cc1	-22%	14µM*	232%[activator]	i	50*	3.2µM*	38*
CCCCC(=O)N/N=C(\C)CC(=O)Nc1ccccc1Br	6%	0%	-3%	-10%	17	7%	1
Cc1ccc(NC(=O)CSc2nc3ccccc3c(=O)n2CCCC(=O)N2CCCC2)cc1	x	-5%	u	-29%	-13	u	3
Cn1nccc1C(=O)Nc1ccc(S(=O)(=O)N2CCCC2)cc1	0%	-7%	-11%	85%[activator]	-5	-5%	-4
CCCCN(C(=O)c1cccc(S(=O)(=O)N(C)c2ccc(C)cc2)c1)c1c(N)n(CCCC)c(=O)[nH]c1=O	-12%	x	0.37µM*	u	x	u	x
CCn1c(C)nc2cc(C(=O)OCCC(F)(F)F)ccc21	-5%	-3%	29%	-2%	86*	-5%	29*
Next section.
SMILES	TbPYK inhibitor	LmPK inhibitor	Pf growth 48h	Pf growth 96h	Shiga toxin inh	HCV inh	CHX counter
O=C(C1CCCO1)N1CCN(C(=S)Nc2ccc(Cl)c(Cl)c2)CC1 (stereo unspecified)	-17%	-4%	12%	160%[activator]	6	3%	3
COc1ccc(N2CCOCC2)c(NC(=O)c2cccs2)c1	-9%	-3%	32%[activator]	7%	-4	u	-1
C=C1CCC[C@]2(C)C[C@H]3OC(=O)C(CNCCN(C)C)[C@H]3CC12 (stereo partly specified)	-5%	-2%	-31%	u	-8	6%	-5
CC(=O)O[C@H]1CC[C@@]2(C)[C@@H](CC[C@@H]3[C@@H]2CC[C@]2(C)[C@@H](C(C)(C)O)C[C@@H]32)C1	4%	x	-8%	-9%	x	13%	x
Cc1cc(C)c(C#N)c(N2CCN(CCOc3ccc(Cl)cc3)CC2)n1	5%	1%	-21%	0%	-7	-2%	-6
O=C(CCn1cnc2ccccc2c1=O)Nc1ccc2c(c1)OCCO2	1%	-2%	40%[activator]	10%	73*	9%	14*
COc1ccc(NC(=O)Cn2c(=O)oc3cc(S(=O)(=O)N4CCCC4)ccc32)c(OC)c1	-2%	-4%	3%	6.6µM*	5	-11%	-2
CCOc1cccc(OCCCCn2cnc3ccccc3c2=O)c1	-2%	3%	-9%	-13%	28	7%	4
O=C(O)c1cc2sccc2s1	-13%	-2%	x	78%[activator]	7	12%	-3
Cc1cccc2cc(/C=C3\N=C(c4ccccc4)OC3=O)c(N3CCOCC3)nc12	0%	2%	148%[activator]	128%[activator]	-4	13%	8
CCN(CC)S(=O)(=O)c1ccc(N2CCOCC2)c(NC(=O)c2ccc(OC)c([N+](=O)[O-])c2)c1	0%	6%	u	-24%	-5	-10%	-4
COc1ccccc1-c1nnc(SCc2nc3ccccc3[nH]2)n1C	2%	2%	-11%	x	-4	0%	-2
Cc1ccc(S(=O)(=O)N2CCOC2C(Cl)(Cl)Cl)cc1 (stereo unspecified)	2%	-4%	8.3µM*	14%	-9	3%	-3
CCc1noc(C)c1C(=O)Nc1nc(-c2ccccc2)cs1	-11%	x	59%[activator]	51%[activator]	x	-4%	x
O=C1CSC(=Nc2ccccc2Cl)N1	15%	4%	12%	38%[activator]	23	16%	16*
Cc1cc(C)c(NC(=O)C(C)(C)C)c(Cl)c1	4%	-4%	9%	6%	-12	-6%	-7
COc1cc(C(=O)NCCOc2ccccc2)cc(OC)c1OC	4%	1%	1%	u	9	26%	1
CC1(C)Cc2c(cnn2-c2ccccc2)C(NC(=O)CCc2ccncc2)C1 (stereo unspecified)	2%	-1%	-31%	-29%	-6	11%	-1
CCn1nc(C(=O)Nc2ccc(N3CCOCC3)cc2)c2ccccc2c1=O	-2%	x	u	-2%	x	-6%	x
O=c1cc(C(F)(F)F)[nH]c2c(C(F)(F)F)cccc12	6%	-1%	10%	-17%	-7	-28%	-2
COc1cc2[nH]c(=O)n(CCCCCC(=O)NCCCN3CCOCC3)c(=O)c2cc1OC	-4%	-10%	-6%	u	3	u	0
Clc1ccc(-c2n[nH]c3c2CCCC3)cc1	-4%	-6%	-9%	38%[activator]	77	10µM*	25
CCOC(=O)COc1nc2c(c(-c3ccco3)c1C#N)CCc1ccccc1-2	1%	-1%	-11%	-7%	42*	-25%	19
Cc1nnc2sc(-c3csc4c3CCCC4)nn12	2%	-3%	10%	x	29	6%	8
CCN(CC(=O)Nc1ccc(NC(C)=O)cc1)C(=O)C1CCC1	0%	x	6%	14%	x	16%	x

Rewritten with two lines to a compound: part of the list above
Every second line gives: TbPYK inhibitor, LmPK inhibitor, Pf growth 48h, Pf growth 96h, Shiga toxin inh, HCV inh, CHX counter
COc1cc(C(=O)NCCOc2ccccc2)cc(OC)c1OC
→ 4%, 1%, 1%, u, 9, 26%, 1
CC1(C)Cc2c(cnn2-c2ccccc2)C(NC(=O)CCc2ccncc2)C1 (stereo unspecified)
→ 2%, -1%, -31%, -29%, -6, 11%, -1
CCn1nc(C(=O)Nc2ccc(N3CCOCC3)cc2)c2ccccc2c1=O
→ -2%, x, u, -2%, x, -6%, x
O=c1cc(C(F)(F)F)[nH]c2c(C(F)(F)F)cccc12
→ 6%, -1%, 10%, -17%, -7, -28%, -2
COc1cc2[nH]c(=O)n(CCCCCC(=O)NCCCN3CCOCC3)c(=O)c2cc1OC
→ -4%, -10%, -6%, u, 3, u, 0
Clc1ccc(-c2n[nH]c3c2CCCC3)cc1
→ -4%, -6%, -9%, 38%[activator], 77, 10µM*, 25
CCOC(=O)COc1nc2c(c(-c3ccco3)c1C#N)CCc1ccccc1-2
→ 1%, -1%, -11%, -7%, 42*, -25%, 19

Next part
SMILES	TbPYK inhibitor	LmPK inhibitor	Pf growth 48h	Pf growth 96h	Shiga toxin inh	HCV inh	CHX counter
CCc1c(C(=O)NNC(=S)NC2CCCCC2)csc1C	3%	3%	20%	-3%	3	u	10
Cc1ccc(Cn2cc(C=O)c(-c3ccc(F)cc3)n2)cc1	-9%	4%	10%	5%	31*	-6%	23*
Cn1nc(C(=O)OCC(=O)NCCc2ccccc2)c2ccccc2c1=O	-6%	0%	u	12%	7	21%	27*
Cc1ccc(S(=O)(=O)CC(=O)Nc2ccccn2)cc1	8%	2%	26%	30%	-1	5%	-7
Cc1nc(-c2ccc3c(c2)OCCCO3)cs1	8%	-27%	333%[activator]	231%[activator]	87*	-15%	45*
COc1ccc(CCNC(=O)C2CCN(C(=O)N(C)C)CC2)cc1OC	-2%	-2%	26%	22%	-1	8%	-3
Cc1ccc(NC(=O)CSc2ccc(Br)cc2)cc1S(=O)(=O)N1CCOCC1	-2%	x	u	-26%	x	32µM*	x
Fc1ccccc1NC(=S)Nc1cccnc1	0%	2%	8%	0%	-7	-8%	-2
O=C(COC(=O)c1n[nH]c(=O)c2ccccc12)c1ccc(Br)cc1	2%	6%	11%	17%	-11	-4%	4
O=C(COC(=O)/C=C/c1ccccc1)NC1CCCCC1	3%	x	-24%	u	x	17%	x
COc1ccccc1NC(=O)CSc1ccc(-c2ccco2)nn1	-19%	-3%	4%	u	-8	-4%	17
CCS(=O)(=O)Nc1ccc(C(=O)CC2(O)C(=O)Nc3ccccc32)cc1 (stereo unspecified)	-1%	1%	17%	30%	20	12%	1
COc1ccc(C(=O)N2CCN(c3ccc(F)cc3)CC2)cc1S(=O)(=O)NC1CC1	-1%	x	96%[activator]	84%[activator]	x	27%	x
CC1CCN(C(=O)Cn2cc(C(=O)C3CC3)c3ccccc32)CC1	-1%	2%	-15%	77%[activator]	10	14%	-2
COC(=O)c1cccc(NC(=O)N2C[C@H]3C[C@@H](C2)c2cccc(=O)n2C3)c1	3%	0%	6%	44%[activator]	-3	11%	-2
O=C(Nc1cc(Cl)c(O)c(Cl)c1)C1CCCO1 (stereo unspecified)	-3%	-5%	x	u	-11	-2%	3
COCCCNC(=O)c1ccc(Cn2c(=O)c3ccccc3n(CC(=O)NCCc3ccc(OC)c(OC)c3)c2=O)cc1	-5%	1%	u	u	10	u	10
COc1ccc(CNC(=O)c2ccc(Cl)c(NC3=NC4CS(=O)(=O)CC4S3)c2)cc1 (stereo unspecified)	2%	1%	5%	-22%	2	10%	-2
Nc1c(-c2cccs2)cnn1-c1nc(-c2ccc(F)cc2)cs1	-2%	1%	20%	56%[activator]	44*	-2%	17*
CC(=O)c1ccc(NC(=O)COC(=O)CCC(=O)c2cccs2)cc1	-9%	4%	3%	35%	-10	3%	-1
Cc1nc(C)c(C(=O)N/N=C/c2c[nH]c3ccccc23)s1	-14%	4%	-1%	x	-5	1%	15
O=C(N/N=C/c1ccc(OC(=O)c2ccc(Br)cc2)cc1)c1ccncc1	0%	1%	u	48%[activator]	-2	18%	4
Cc1ccc(/C=N/OC(=O)c2nn(C)cc2Cl)cc1	3%	-18%	6%	-23%	89*	13%	55*
COc1ccc(-c2c(-c3ccccc3OC)sc3ccccc23)cc1	1%	-7%	10%	u	2	u	4
Nc1nc(CSc2nnnn2-c2ccccc2)nc(N2CCCc3ccccc32)n1	1%	1%	10µM*	x	6	11µM*	-2

High-throughput results deposited in PubChem by National Center for Advancing Translational Sciences (NCATS).
